Compound activity from PubChem BioAssay.
N370S GC mod = inhibits or activates N370S mutant glucocerebrosidase; N370S GC spleen homogenate, 4MU-glucoside fluorescence; Potency, µM (doses to about 59.4 µM), without a hit: at the highest dose activity change, negative = inhibition, most hits filed as inhibitors; actives 0.092% (n = 330,000); AID 2101;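 further: 0% = full enzyme activity and -100% = no enzyme basal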
DT40 TDP1 no CPT = qHTS for Inhibitors of human tyrosyl-DNA phosphodiesterase 1 (TDP1): qHTS in cells in absence of CPT; DT40 Tdp1-/- hTDP1 cells, no CPT, ATP luminescence, 48 h; Potency, µM (series often up to 46.2 µM), for the others: top-dose activity change, negative = growth inhibition, usual class: inhibitors; actives 15% (n = 420,000); further: nearly all actives have a fitted effect of over 55% in size
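Seeded 400 DT40-hTDP1 cells/well (vehicle DMSO, no 20 nM CPT); pinned compounds; ≥48 hr at 37 °C; CellTiter-Glo luminescence as viability measure.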
TDP1 block = inhibitors of human tyrosyl-DNA phosphodiesterase TDP1 | AID 485290 | Q9NUW8 | actives 0.28% (n = 350,000) | recombinant TDP1, AlphaScreen DNA substrate cleavage | Potency, µM (doses to about 130 µM), for the others: at the top dose activity change, negative = inhibition, most hits filed as inhibitors; further: nearly all actives have a fitted effect of over 40% in size
Target sequence (Q9NUW8 whole entry, looked up): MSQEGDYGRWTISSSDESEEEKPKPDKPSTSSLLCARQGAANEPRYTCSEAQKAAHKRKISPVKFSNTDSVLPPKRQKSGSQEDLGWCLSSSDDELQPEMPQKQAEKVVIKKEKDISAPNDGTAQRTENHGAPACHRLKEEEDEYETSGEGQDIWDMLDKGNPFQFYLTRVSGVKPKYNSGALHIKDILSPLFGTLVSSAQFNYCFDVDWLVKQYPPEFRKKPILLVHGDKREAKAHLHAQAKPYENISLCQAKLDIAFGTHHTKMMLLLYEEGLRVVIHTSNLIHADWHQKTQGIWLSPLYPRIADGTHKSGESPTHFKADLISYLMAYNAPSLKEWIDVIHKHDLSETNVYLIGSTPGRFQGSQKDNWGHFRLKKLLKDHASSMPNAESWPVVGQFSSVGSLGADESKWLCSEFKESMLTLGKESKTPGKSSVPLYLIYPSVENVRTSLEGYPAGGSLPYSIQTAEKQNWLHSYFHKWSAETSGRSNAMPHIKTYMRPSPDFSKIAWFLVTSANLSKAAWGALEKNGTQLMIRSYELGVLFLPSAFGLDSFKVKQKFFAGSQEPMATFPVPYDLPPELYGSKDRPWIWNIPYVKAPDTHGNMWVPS
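Compounds were preincubated with Tdp1 (1 nM final) for 15 min at room temperature before substrate (15 nM final) started a 5 min reaction; beads (10 ug/ml final) were then added for 10 min before AlphaScreen detection.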
The depositor's hits bear a star; [ ] = another dose, or the depositor's remark. The call rests on the fitted dose curve; in most records, active means well fitted curve in the direction sought with a large enough effect; inconclusive means small, poorly fitted or top-dose-only effect, or another doubt; inactive means no such curve, though single readings can be large; an effect the other way counts as inactive or inconclusive. Unless noted, on the % scale 0 is the no-effect control and ±100 the full control effect; potency means the concentration at half of the fitted maximal effect. Some of the compounds tested. The share of hits here may be higher or lower than overall.

C#CCOCCOCCOCCNc1nc(N2CCN(C(=O)CCCCCCCCCCNC(=O)[C@@H](CCSC)n3cc(CCO)nn3)CC2)nc(N2CCN(C(=O)CCCCCCCCCCNC(=O)[C@H](CO)n3cc(CCCCCN)nn3)CC2)n1 was read as N370S GC mod inconclusive, DT40 TDP1 no CPT inconclusive and TDP1 block 5%.
For CCOc1ccccc1C1CC(=O)Nc2cc3c(cc21)OCO3 (configuration not stated) the results were N370S GC mod -1%, DT40 TDP1 no CPT 15% and TDP1 block 4%.
O=C(c1ccc(-n2c(SCc3cc(F)ccc3F)nc3ccccc3c2=O)cc1)N1CCOCC1 was read as N370S GC mod 9%, DT40 TDP1 no CPT 26µM* and TDP1 block -4%.
Screening CCC1CCCCN1S(=O)(=O)c1ccccc1 (configuration not stated) returned N370S GC mod -1%, DT40 TDP1 no CPT inconclusive and TDP1 block 0%.
`COc1ccc(/C=C(/NC(=O)c2ccco2)C(=O)N2CCOCC2)cc1` gave N370S GC mod -7%, DT40 TDP1 no CPT 22% and TDP1 block 6%.
CCN1CCN(P2(=O)C=C(c3ccccc3)OC(c3ccccc3)=C2)CC1 was read as N370S GC mod -20%, DT40 TDP1 no CPT -24% and TDP1 block 4%.
`Cc1onc(-c2c(Cl)cccc2Cl)c1NC(=O)NNc1ccccn1` gave N370S GC mod 10%, DT40 TDP1 no CPT -3% and TDP1 block 8%.
For O=C(CN(Cc1ccccc1Cl)C(=O)c1ccc(CN2CCOCC2)o1)NCc1ccccc1 the results were N370S GC mod -20%, DT40 TDP1 no CPT -3% and TDP1 block 0%.
Cc1sc2ncn(CC(=O)Nc3ccc(F)cc3F)c(=O)c2c1S(=O)(=O)N1CCC(C)CC1 was read as DT40 TDP1 no CPT -27% and TDP1 block 3%.
Screening Cc1cccc(C(=O)N2c3ccccc3C(=O)OC2c2ccc3c(c2)OCO3)c1 (configuration not stated) returned N370S GC mod -21%, DT40 TDP1 no CPT -23% and TDP1 block 3%.
O=C(Nc1cc(Cl)cc(Cl)c1)c1cccc(OC(F)F)c1 was read as N370S GC mod 6%, DT40 TDP1 no CPT inconclusive and TDP1 block -5%.
CCNC(=O)NC(=O)C(C)OC(=O)C1CCN(S(=O)(=O)c2ccccc2C(=O)OC)CC1 (configuration not stated) was read as N370S GC mod -4%, DT40 TDP1 no CPT 15% and TDP1 block 6%.
CC(C1CC1)N(C(=O)c1ccccc1[N+](=O)[O-])c1ccccc1 (configuration not stated) was read as N370S GC mod 1%, DT40 TDP1 no CPT 8.2µM* and TDP1 block 3%.
Screening Cn1cccc1C(=O)OCC(=O)Nc1ccc2c(c1)OCCO2 returned DT40 TDP1 no CPT -28% and TDP1 block -7%.
COc1ccccc1CNS(=O)(=O)c1ccc2c(c1)NC(=O)C(C)S2 (configuration not stated) was read as N370S GC mod -9%, DT40 TDP1 no CPT -22% and TDP1 block 3%.
For CCOc1ccccc1NC(=O)CCCNC(=O)c1ccc(Cl)cc1 the results were N370S GC mod 2% and DT40 TDP1 no CPT -16%.
Screening COC(=O)c1ccccc1NC(=O)c1c(C)oc2ncn(C)c(=O)c12 returned DT40 TDP1 no CPT -18% and TDP1 block 1%.
For Cc1ccc2nc(NCc3ccccc3)[nH]c2c1 the results were N370S GC mod 20%, DT40 TDP1 no CPT 4.6µM* and TDP1 block 0%.
Screening N#CC1=C(N)NC(SCC(=O)Nc2ccccc2)=C(C#N)C12CCCC2 returned N370S GC mod -8%, DT40 TDP1 no CPT inconclusive and TDP1 block 5%.
`O=C(Nc1cccc2c1N(C(=O)c1ccco1)CCC2)c1ccco1` gave N370S GC mod -2%, DT40 TDP1 no CPT 2% and TDP1 block 4%.
Screening CC(C)C(NC(=O)c1c(F)cccc1F)C(=O)OCN1C(=O)c2ccccc2C1=O (configuration not stated) returned DT40 TDP1 no CPT 13% and TDP1 block 1%.
`CCc1ccccc1NC(=O)COc1ccc2c(=O)c(Oc3cc(C)ccc3C)coc2c1` gave N370S GC mod 11%, DT40 TDP1 no CPT 23µM* and TDP1 block -3%.
For Cc1nc(CC(=O)c2ccc(O)cc2O)cs1 the results were N370S GC mod 1%, DT40 TDP1 no CPT -1% and TDP1 block -2%.
COc1cc(/C=C(\C#N)c2nc3ccccc3[nH]2)cc(Br)c1OCc1ccc(F)cc1 was read as N370S GC mod 8%, DT40 TDP1 no CPT inconclusive and TDP1 block 9%.
`O=C(COc1ccc2c(c1)oc(=O)c1ccccc12)NCC1CCC(C(=O)O)CC1` (configuration not stated) gave N370S GC mod -4% and DT40 TDP1 no CPT -2%.
For CC(=O)c1cccc(NC(=S)NC(=O)c2ccccc2C)c1 the results were N370S GC mod 13%, DT40 TDP1 no CPT -11% and TDP1 block 3%.
Screening O=S(=O)(Nc1ccc(-c2nc3cccnc3s2)cc1)c1ccc(Cl)s1 returned N370S GC mod 11%, DT40 TDP1 no CPT inconclusive and TDP1 block 3%.
NC(=O)C1(N2CCCCC2)CCN(C(=O)CCCn2c(=O)[nH]c3ccsc3c2=O)CC1 was read as N370S GC mod 3%, DT40 TDP1 no CPT -5% and TDP1 block 2%.
Screening Cc1ccccc1CN1CCc2c(OCC(=O)N3CCCCC3)cccc2C1=O returned N370S GC mod 8%, DT40 TDP1 no CPT inconclusive and TDP1 block -1%.
Screening COc1ccc2c(C(=O)CN(C)C3CCCCC3)c[nH]c2c1 returned N370S GC mod 1%, DT40 TDP1 no CPT inconclusive and TDP1 block 2%.
Screening CCc1[nH]nc(C(=O)N2CCCC(C(=O)c3cccc(C(F)(F)F)c3)C2)c1C (configuration not stated) returned N370S GC mod -10%, DT40 TDP1 no CPT inconclusive and TDP1 block 4%.
For Cc1cccc(C(=O)Nc2nc3nc(-c4ccccc4)cc(=O)n3[nH]2)c1 the results were DT40 TDP1 no CPT 6% and TDP1 block 12%.
`Cn1cc(S(=O)(=O)N2CCNCC2)cc1C(N)=O` gave DT40 TDP1 no CPT -3% and TDP1 block -4%.
Screening COc1ccc(CC(=O)Nc2ccc(-c3noc(-c4cc(OC)c(OC)c(OC)c4)n3)cc2)cc1 returned N370S GC mod 2%, DT40 TDP1 no CPT inconclusive and TDP1 block 0%.
For COc1ccc2cnn(CCOc3ccccc3)c(=O)c2c1OC the results were N370S GC mod -2%, DT40 TDP1 no CPT inconclusive and TDP1 block -2%.
Screening CC(NC(=O)C[n+]1cccc(Br)c1)c1ccccc1 (configuration not stated) returned N370S GC mod 1% and DT40 TDP1 no CPT -4%.
For COC(=O)C1C(=O)C(C(=O)c2ccccc2)C(=O)CC1(C)C (configuration not stated) the results were N370S GC mod 2%, DT40 TDP1 no CPT 30% and TDP1 block 3%.
O=C(O)CC1=C(Nc2ccccc2)C(=O)N(c2ccccc2)C1c1ccc(Cl)cc1 (configuration not stated) was read as N370S GC mod 4%, DT40 TDP1 no CPT -6% and TDP1 block 5%.
Cc1ccnc2nc(C(=O)OCCOc3ccccc3)nn12 was read as N370S GC mod -4%, DT40 TDP1 no CPT -5% and TDP1 block 4%.
`Cc1onc(-c2ccccc2)c1C(=O)OCC(=O)Nc1ccc(Cl)cc1` gave DT40 TDP1 no CPT inconclusive and TDP1 block -2%[56.1 µM].
Screening O=C(COC(=O)/C=C/c1cccc(Cl)c1)NCCC1=CCCCC1 returned N370S GC mod -7%, DT40 TDP1 no CPT -15% and TDP1 block 2%.
`O=C1C(NS(=O)(=O)c2cccs2)=C(N2CCOCC2)C(=O)c2ccccc21` gave N370S GC mod 1%, DT40 TDP1 no CPT inconclusive and TDP1 block 5%.
For CCCNC(=O)c1ccc2c(c1)sc1nc(-c3ccc(C)cc3)cn12 the results were DT40 TDP1 no CPT 5.8µM* and TDP1 block 0%.
Screening CCOc1ccc(NC(=O)CN(C)C(=O)c2ccccc2CCc2ccccc2)cc1OCC returned N370S GC mod -12% and DT40 TDP1 no CPT inconclusive.
CCc1ccc(C2=NN(CCC(=O)NC(C)c3ccc4c(c3)OCCO4)C(=O)CC2)cc1 (configuration not stated) was read as N370S GC mod 5%, DT40 TDP1 no CPT -11% and TDP1 block 0%.

4 compounds drawn at random from the list so far, as already listed:
Screening N#CC1=C(N)NC(SCC(=O)Nc2ccccc2)=C(C#N)C12CCCC2 returned N370S GC mod -8%, DT40 TDP1 no CPT inconclusive and TDP1 block 5%.
CCNC(=O)NC(=O)C(C)OC(=O)C1CCN(S(=O)(=O)c2ccccc2C(=O)OC)CC1 (configuration not stated) was read as N370S GC mod -4%, DT40 TDP1 no CPT 15% and TDP1 block 6%.
For Cc1nc(CC(=O)c2ccc(O)cc2O)cs1 the results were N370S GC mod 1%, DT40 TDP1 no CPT -1% and TDP1 block -2%.
Cc1ccnc2nc(C(=O)OCCOc3ccccc3)nn12 was read as N370S GC mod -4%, DT40 TDP1 no CPT -5% and TDP1 block 4%.

Other records
O=Cc1ccc(-n2nncc2-c2ccc([N+](=O)[O-])cc2)cc1 was read as N370S GC mod -32%, DT40 TDP1 no CPT inconclusive and TDP1 block 7%.
For O=C(COC(=O)c1nc(Cl)ccc1Cl)NCc1ccc(Cl)cc1Cl the results were N370S GC mod 4%, DT40 TDP1 no CPT -2% and TDP1 block -13%.
Screening Cn1c(=O)n(CCC(=O)O)c2ccccc21 returned N370S GC mod -3%, DT40 TDP1 no CPT 4% and TDP1 block 1%.
For Cc1cc(C(=O)N2CCCC(N3CCN(c4cccc(Cl)c4)CC3)C2)nn1C (configuration not stated) the results were N370S GC mod -1%, DT40 TDP1 no CPT -27% and TDP1 block 6%.
COc1ccc(-c2c(C)nn3c(NC4CCCC4)cc(C)nc23)cc1OC was read as N370S GC mod 1% and DT40 TDP1 no CPT inconclusive.
Screening CCN(CC)S(=O)(=O)c1cc(NC(=O)CO/N=C(\N)c2ccccc2Cl)ccc1C returned DT40 TDP1 no CPT inconclusive and TDP1 block 1%.
`CCOCCCNC(=O)C1CC(=O)N(CCc2ccc(C)cc2)C1` (configuration not stated) gave N370S GC mod inconclusive and DT40 TDP1 no CPT -2%.
For O=C(Cc1ccc(F)cc1)NC1CC(=O)N(c2ccccc2)C1 (configuration not stated) the results were DT40 TDP1 no CPT 9% and TDP1 block 3%.
Cc1cc(NC(=O)CSc2nnc(C3COc4ccccc4O3)n2N)no1 (configuration not stated) was read as N370S GC mod 8%, DT40 TDP1 no CPT inconclusive and TDP1 block 4%.
`COc1cccc2c1OCC/C2=N\NC(=O)C(C)Oc1ccc([N+](=O)[O-])cc1` (configuration not stated) gave N370S GC mod -8%, DT40 TDP1 no CPT -2% and TDP1 block 9%.
`CCOC(=O)C1(C)/C(=N/Nc2ccccc2)C(=O)C(=O)N1c1ccccc1` (configuration not stated) gave N370S GC mod 18%, DT40 TDP1 no CPT -13% and TDP1 block 5%.
For CCc1nc2cccnc2n1-c1ccc(CC(=O)Nc2c(C)cccc2C)cc1 the results were DT40 TDP1 no CPT inconclusive and TDP1 block 8%.
`O=C(CCC1CCCC1)NNC(=O)c1cccc(Cl)c1` gave N370S GC mod -7%, DT40 TDP1 no CPT -1% and TDP1 block 3%.
`CC(C)Nc1cc(C(F)(F)F)nc(-c2ccccn2)n1` gave N370S GC mod 2%, DT40 TDP1 no CPT 18µM* and TDP1 block 2%.
COc1ccc(CNC(=O)CC2N=C3c4ccccc4N=C(SCC(=O)Nc4ccc(C(C)C)cc4)N3C2=O)cc1 (configuration not stated) was read as DT40 TDP1 no CPT -22% and TDP1 block 9%.

Gathered by group, those above containing bromine
COc1cc(/C=C(\C#N)c2nc3ccccc3[nH]2)cc(Br)c1OCc1ccc(F)cc1 was read as N370S GC mod 8%, DT40 TDP1 no CPT inconclusive and TDP1 block 9%.
Screening CC(NC(=O)C[n+]1cccc(Br)c1)c1ccccc1 (configuration not stated) returned N370S GC mod 1% and DT40 TDP1 no CPT -4%.

Next section
C=C(C)C1CCC(C)=C1COC(=O)Nc1ccccc1 (configuration not stated) was read as N370S GC mod -10% and DT40 TDP1 no CPT inconclusive.
CCOC(=O)c1cn2ccc(C)cc2n1 was read as N370S GC mod 3%, DT40 TDP1 no CPT inconclusive and TDP1 block -2%.
Cc1ccc(COC(=O)c2cc([N+](=O)[O-])ccc2N2CCOCC2)cc1 was read as N370S GC mod 5% and TDP1 block 6%.
Screening Cn1cc(C(=O)N/N=C/c2ccc(Br)c([N+](=O)[O-])c2)c2ccccc21 returned N370S GC mod 4%, DT40 TDP1 no CPT inconclusive and TDP1 block 0%.
For O=C(NNC(=S)NC(=O)c1cccnc1)c1ccccc1 the results were N370S GC mod -2%, DT40 TDP1 no CPT 23µM* and TDP1 block 4%.
Screening C/C(=N\NC(=O)c1nnn(-c2nonc2N)c1-c1ccc(Cl)c(Cl)c1)c1ccncc1 returned N370S GC mod -19%, DT40 TDP1 no CPT 15% and TDP1 block 0%.
`Cc1cc(-c2ccccc2)nc(N/N=C/c2ccc(O)cc2)n1` gave N370S GC mod -4%, DT40 TDP1 no CPT inconclusive and TDP1 block 4%.
COc1ccc(-n2c(C)cc(/C=C3/SC(=O)N(CC(=O)N4CCOCC4)C3=O)c2C)cc1 was read as N370S GC mod -13%, DT40 TDP1 no CPT -3% and TDP1 block 8%.
